HEK293 tox – cytotoxic in the GLP-1 receptor inverse agonist counter-screen; HEK293 cAMP-luciferase reporter cells, luminescence, 24 h; Potency, µM (top dose mostly 38.3 µM), without a hit: at the highest dose activity change, negative = inhibition, hits mostly inhibitors; 0.13% of 410,000 active;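 further: loss of luciferase light is scored as toxicity; potency means the concentration at half of the fitted maximal effect; on the % scale 0 is the no-effect control and ±100 the full control effect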
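Cells in DMEM/10% Nu serum/1% pen-strep, 1536-well format. Pre-incubated 12 h, dosed with 23 nL compound, incubated a further 24 h. Luciferase detection, 12 min at room temp, luminescence.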
HT1080-NT tox – kills 2HG-producing HT-1080-NT fibrosarcoma cells; HT-1080-NT fibrosarcoma viability, CellTiter-Glo ATP luminescence, 48 h; Potency, µM (doses to about 46.1 µM), for inactives: top-dose activity, negative = less viability, usual class: cytotoxic; 1.6% of 360,000 active;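 further: NT is the 2HG producing partner of a matched IDH1 knockdown line; potency means the concentration at half of the fitted maximal effect; 0% = DMSO-treated cells and -100% = media-only wells without cells; nearly all actives have a fitted effect of over 55% in size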
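Viability by CellTiter-Glo luminescence after 48 h compound exposure at 37C of HT-1080-NT cells (750/well, RPMI, 5% FBS). % activity scaled between DMSO wells and medium-only wells, then curve-fitted and categorized by curve class.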
HT1080 IDH1KD tx – toxicity to HT-1080 IDH1 knockdown cells (counter line). HT-1080 IDH1 knockdown viability, ATP luminescence, 48 h. Potency, µM (doses to about 46.1 µM), for inactives: at the highest dose activity, negative = toxicity, hits mostly cytotoxic. 2% of 360,000 active. AID 686971;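 further: potency means the concentration at half of the fitted maximal effect; 0% = DMSO wells and -100% = cell-free medium wells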
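Viability of IDH1-knockdown HT-1080 fibrosarcoma cells was assessed by CellTiter-Glo after 48 h at 37 °C with titrated compound; concentration-effect curves were classified by fit quality and response size.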
SW480 rereplic – induces DNA re-replication in SW480 colon adenocarcinoma cells; Potency, µM (series often up to 46.1 µM), for inactives: top-dose re-replication activation, actives largely listed as activators; 1.8% of 340,000 active; SW480 DNA re-replication, Hoechst DNA content imaging, 48 h; further: potency means the concentration at half of the fitted maximal effect; % of control where 0% means no effect; nearly all actives have a fitted effect of over 55% in size
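250 cells/well; 23 nL cpd via pin tool; 48 hr, 37 C, 5% CO2; Hoechst 40 min; imager read of total nuclear intensity, ex 405/em 500-530 nm.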
KB-V1 cytotox – kills drug-selected multidrug resistant KB-V1 cells. Potency, µM (series often up to 46.1 µM), for inactives: top-dose activity change, negative = cytotoxicity, most hits filed as cytotoxic. KB-V1 MDR cells viability, CellTiter-Glo, 72 h. AID 1347076. 3.4% of 400,000 active; further: potency means the concentration at half of the fitted maximal effect; on the % scale 0 is the no-effect control and ±100 the full control effect; nearly all actives have a fitted effect of over 60% in size
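Luminescent ATP read-out (CellTiter-Glo, 10 min) measures survival of drug-selected KB-V1 MDR cells after 72 h, 37 degrees C compound exposure. Medium: phenol-red-free DMEM, 10% FBS. Values from fitted concentration-response curves.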
IL-1B inflam inh – inhibitors of inflammasome signaling (IL-1 beta secretion); THP-1 LPS/ATP IL-1B secretion, AlphaLISA, 16 h; hits give low values; activity change, % at 57.5 µM; 4.7% of 360,000 active; AID 743279; in the data active means activity change below about -50%; inconclusive means mostly about -30% to -49%; further: on the % scale 0 is the no-effect control and ±100 the full control effect
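Secreted IL-1B measured by AlphaLISA bead assay after 16 h compound exposure of THP-1 cells; compounds (final up to 57.5 uM) added 1 h before LPS (250 ng/mL) and ATP (1.25 mM) stimulation; lower signal means less secretion.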
MCF10A rereplic – inducers of DNA re-replication in MCF 10A breast cells. MCF 10A DNA re-replication, Hoechst nuclear intensity, 48 h. Potency, µM (titrated, usually from 46.1 µM), inactives show at the highest dose activity, positive = re-replication, hits mostly activators. 2.9% of 350,000 active. AID 624296; further: potency means the concentration at half of the fitted maximal effect; % of control where 0% means no effect; nearly all actives have a fitted effect of over 50% in size
KB-3-1 tox – kills parental KB-3-1 adenocarcinoma cells. AID 1347075. Potency, µM (series often up to 46.1 µM), for inactives: at the highest dose activity change, negative = cytotoxic, hits mostly cytotoxic. 1.4% of 400,000 active. KB-3-1 viability, CellTiter-Glo ATP luminescence, 72 h; further: potency means the concentration at half of the fitted maximal effect; on the % scale 0 is the no-effect control and ±100 the full control effect; nearly all actives have a fitted effect of over 60% in size
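72 h, 37 °C compound treatment of KB-3-1 parental cells; CellTiter-Glo added, 10 min, luminescence read. Data corrected against DMSO-only plates and normalized before curve fitting.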
DRD3 agonist – activates the human D3 dopamine receptor. AID 652048. 0.58% of 410,000 active. D3R DiscoveRx beta-arrestin cells, luminescence, 90 min. max activation, %; in the data active means max activation above about 30%; further: 0% is about no effect; mostly tested at two doses, the higher about 12 µM
Target sequence (P35462 whole entry, looked up): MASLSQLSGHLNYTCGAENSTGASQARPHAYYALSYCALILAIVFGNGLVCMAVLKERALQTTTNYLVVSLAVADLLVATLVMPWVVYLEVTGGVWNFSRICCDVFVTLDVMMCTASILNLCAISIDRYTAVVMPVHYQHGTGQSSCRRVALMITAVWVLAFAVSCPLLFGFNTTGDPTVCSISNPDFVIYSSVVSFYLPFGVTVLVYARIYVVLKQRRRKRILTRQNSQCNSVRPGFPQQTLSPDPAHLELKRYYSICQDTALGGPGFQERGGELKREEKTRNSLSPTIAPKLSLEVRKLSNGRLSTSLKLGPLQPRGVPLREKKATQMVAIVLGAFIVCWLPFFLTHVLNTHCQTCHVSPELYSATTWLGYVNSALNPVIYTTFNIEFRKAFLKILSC
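Agonist mode: compounds and dopamine controls were applied to plated cells for 90 min at 37 degrees C after an overnight attachment at 1500 cells/well. Luminescent read-out followed 30 - 60 minutes at room temperature with DiscoveRx detection reagent.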
* = called active by the depositor; [ ] = dose if it differs, or a comment. Unless noted, the call rests on the fitted dose curve; in most records, active means well fitted curve in the direction sought with a large enough effect; inconclusive means small, poorly fitted or top-dose-only effect, or another doubt; inactive means no such curve, though single readings can be large; an effect the other way counts as inactive or inconclusive. The order is random (roughly 11% active in at least one column).

For NC(=O)C1CCN(C(=O)COc2ccc3ccccc3c2Br)CC1 the results were HEK293 tox -4%, HT1080-NT tox -2%, HT1080 IDH1KD tx -1%, SW480 rereplic 3%, IL-1B inflam inh -5, MCF10A rereplic 2% and DRD3 agonist -19.
For CCOC(OCC)c1cc2ccccc2cn1 the results were HEK293 tox 11%, HT1080-NT tox 17%, HT1080 IDH1KD tx 5%, SW480 rereplic 2%, KB-V1 cytotox -6%, IL-1B inflam inh 34, MCF10A rereplic 0%, KB-3-1 tox 19% and DRD3 agonist 6.
Screening COc1ccc(Nc2ccc([N+](=O)[O-])cc2[N+](=O)[O-])cc1 returned HEK293 tox -7%, HT1080-NT tox 3%, HT1080 IDH1KD tx -3%, SW480 rereplic -3%, KB-V1 cytotox -2%, IL-1B inflam inh 0, MCF10A rereplic -2%, KB-3-1 tox -6% and DRD3 agonist -1.
Cc1ccccc1NS(=O)(=O)c1cc(C(=O)NCc2ccco2)ccc1C was read as HEK293 tox -1%, HT1080-NT tox -19%, HT1080 IDH1KD tx -16%, SW480 rereplic 5%, KB-V1 cytotox inconclusive, IL-1B inflam inh -28, MCF10A rereplic 13%, KB-3-1 tox -9% and DRD3 agonist -6.
For O=C(CN1C(=O)/C(=C/c2ccccc2F)Sc2ccccc21)NCCCN1CCOCC1 the results were HEK293 tox 7%, HT1080-NT tox -29%, HT1080 IDH1KD tx inconclusive, SW480 rereplic 32%, KB-V1 cytotox -15%, IL-1B inflam inh -15, MCF10A rereplic inconclusive, KB-3-1 tox 10% and DRD3 agonist -1.
For CSCCC1Nc2ccc(S(=O)(=O)N3CCOCC3)cc2NC1=O (stereo not drawn) the results were HEK293 tox 0%, HT1080-NT tox 0%, HT1080 IDH1KD tx 12%, SW480 rereplic -1%, KB-V1 cytotox -3%, IL-1B inflam inh -1, MCF10A rereplic -4%, KB-3-1 tox -1% and DRD3 agonist -1.
CC(=O)c1c(-c2ccccc2)c2ccccc2[nH]c1=O was read as HEK293 tox -6%, HT1080-NT tox 10%, HT1080 IDH1KD tx -2%, SW480 rereplic -5%, KB-V1 cytotox -4%, IL-1B inflam inh 19, MCF10A rereplic 14%, KB-3-1 tox 8% and DRD3 agonist 0.
Cn1cc(S(=O)(=O)N2CCN(c3ccc(F)cc3)CC2)c(=O)n(C)c1=O was read as HEK293 tox -14%, HT1080-NT tox 8%, HT1080 IDH1KD tx -3%, SW480 rereplic -6%, KB-V1 cytotox 23%, IL-1B inflam inh -4, MCF10A rereplic 1%, KB-3-1 tox 17% and DRD3 agonist 4.
For CCOc1ccccc1NS(=O)(=O)c1cc2c3c(c1)CC(=O)N3CCC2 the results were HEK293 tox -5%, HT1080-NT tox -1%, HT1080 IDH1KD tx -2%, SW480 rereplic -4%, KB-V1 cytotox 0%, IL-1B inflam inh 41, MCF10A rereplic 0%, KB-3-1 tox 3% and DRD3 agonist -4.
CCOC(=O)Cc1csc(NC(NC(=O)CC)(C(F)(F)F)C(F)(F)F)n1 was read as HEK293 tox 6%, HT1080-NT tox 16%, HT1080 IDH1KD tx 5%[9.24 µM], SW480 rereplic -6%, KB-V1 cytotox -7%, IL-1B inflam inh 4, MCF10A rereplic -3%, KB-3-1 tox 3% and DRD3 agonist -3.
Cc1noc(C)c1NC(=O)Nc1ccc2c(c1)C(=O)N([C@H](C)CO)C[C@H](C)[C@@H](CN(C)S(=O)(=O)c1cccs1)O2 was read as HEK293 tox -1%, HT1080-NT tox 1%, HT1080 IDH1KD tx 11%, SW480 rereplic inconclusive, KB-V1 cytotox -9%, IL-1B inflam inh 11, MCF10A rereplic 18%, KB-3-1 tox 1% and DRD3 agonist -27.
`COC(=O)c1ccccc1OC(=O)c1cccnc1` gave HEK293 tox -6%, HT1080-NT tox 5%[9.24 µM], HT1080 IDH1KD tx -14%, SW480 rereplic -2%, KB-V1 cytotox 8%, IL-1B inflam inh 6, MCF10A rereplic -2%, KB-3-1 tox 0% and DRD3 agonist 6.
`COc1ccc2oc(C(=O)OCC(=O)N3CC(C)CC(C)C3)c(C)c2c1` (stereo not drawn) gave HEK293 tox 10%, HT1080-NT tox 6%, HT1080 IDH1KD tx -4%, SW480 rereplic -88%[inhibitor], KB-V1 cytotox 0%, IL-1B inflam inh -27, MCF10A rereplic 7%, KB-3-1 tox -6% and DRD3 agonist -5.
COCCCNCCOCCOc1ccc(Cl)cc1C(C)(C)C was read as HEK293 tox inconclusive, HT1080-NT tox -28%, HT1080 IDH1KD tx inconclusive, SW480 rereplic inconclusive, KB-V1 cytotox 18µM*, IL-1B inflam inh -14, MCF10A rereplic 18µM*, KB-3-1 tox -22% and DRD3 agonist -8.
For CCN(CC)c1ccc(NC(=O)C(Cc2ccccc2)NS(=O)(=O)c2ccc(Br)s2)c(C)c1 (stereo not drawn) the results were HEK293 tox 5%, KB-V1 cytotox -1%, KB-3-1 tox -2% and DRD3 agonist -2.
Cc1cc(C)c2c(N)c(C(=O)NN)sc2n1 was read as HEK293 tox 41%[activator], HT1080-NT tox -9%, HT1080 IDH1KD tx -2%, SW480 rereplic inconclusive, KB-V1 cytotox 4%, IL-1B inflam inh inconclusive, MCF10A rereplic inconclusive, KB-3-1 tox -11% and DRD3 agonist -3.
COc1cc(OC)cc(C(=O)n2cnnc2N)c1 was read as HEK293 tox -2%, HT1080-NT tox 4%, HT1080 IDH1KD tx 9%, SW480 rereplic -11%, KB-V1 cytotox 4%, IL-1B inflam inh 10, MCF10A rereplic -8%, KB-3-1 tox 12% and DRD3 agonist 3.
`O=C(COC(=O)c1cccnc1Nc1cccc(C(F)(F)F)c1)NC1CCS(=O)(=O)C1` (stereo not drawn) gave HEK293 tox 4%, HT1080-NT tox -17%, HT1080 IDH1KD tx -20%, SW480 rereplic 0%, KB-V1 cytotox -1%, IL-1B inflam inh -21, MCF10A rereplic 19%, KB-3-1 tox -21% and DRD3 agonist 1.
For Cn1c(=O)[nH]c(=O)c2c1nc(N1CCCCCC1)n2CCOc1ccccc1 the results were HEK293 tox -11%, HT1080-NT tox 9%, HT1080 IDH1KD tx -1%, SW480 rereplic 3%, KB-V1 cytotox -28%, IL-1B inflam inh 17, MCF10A rereplic -13%, KB-3-1 tox -3% and DRD3 agonist 7.
Screening NS(=O)(=O)c1ccc(CCNC(=O)CCC2COc3ccccc3O2)cc1 (stereo not drawn) returned HEK293 tox 78%[activator], HT1080-NT tox 7%, HT1080 IDH1KD tx 1%, SW480 rereplic -8%, KB-V1 cytotox 5%, IL-1B inflam inh 5, MCF10A rereplic 5%, KB-3-1 tox -2% and DRD3 agonist 10.
COCCCNC(=O)Cn1cnc2c(NCc3ccccc3)ncnc21 was read as HEK293 tox -1%, HT1080-NT tox 3%, HT1080 IDH1KD tx 4%, SW480 rereplic -28%, KB-V1 cytotox 18%, IL-1B inflam inh 4, MCF10A rereplic -2%, KB-3-1 tox 7% and DRD3 agonist 0.
For Cc1nc(SCc2ccc(C(=O)O)cc2)nc2c1CCCC2 the results were HEK293 tox 7%, HT1080-NT tox -16%, HT1080 IDH1KD tx 7%, SW480 rereplic -7%, KB-V1 cytotox -3%, IL-1B inflam inh 30, MCF10A rereplic inconclusive, KB-3-1 tox -6% and DRD3 agonist -1.
Screening CC(C)c1ccc(CN(C)C(=O)c2ccc(S(=O)(=O)NCc3ccco3)cc2)cc1 returned HEK293 tox -19%, HT1080-NT tox -15%, HT1080 IDH1KD tx -27%, SW480 rereplic 2%, KB-V1 cytotox inconclusive, IL-1B inflam inh 16, MCF10A rereplic 5%, KB-3-1 tox -19% and DRD3 agonist 3.
Screening CCOC(=O)Cc1ccc(Nc2nc(NCc3cccs3)nc3ccsc23)cc1 returned HEK293 tox -25%, HT1080-NT tox inconclusive, HT1080 IDH1KD tx 0%, KB-V1 cytotox -22%, IL-1B inflam inh -84*, KB-3-1 tox 0% and DRD3 agonist 19.
`CC(C)N(C(=O)CN1CCN(C(=O)C2COc3ccccc3O2)CC1)C(C)C` (stereo not drawn) gave HEK293 tox -4%, HT1080-NT tox 0%, HT1080 IDH1KD tx 10%, SW480 rereplic -1%, KB-V1 cytotox 15%, IL-1B inflam inh -10, MCF10A rereplic 0%, KB-3-1 tox 1% and DRD3 agonist -2.
COCCn1c(C(F)(F)F)ccc(NC(=O)c2ccccc2)c1=O was read as HEK293 tox 6%, HT1080-NT tox 17%, HT1080 IDH1KD tx 11%, SW480 rereplic -5%, KB-V1 cytotox 8%, IL-1B inflam inh 8, MCF10A rereplic inconclusive, KB-3-1 tox 0% and DRD3 agonist -1.
For Cc1ccc(NC(=O)COC(=O)CSCC(=O)Nc2cc(C)on2)c(C)c1 the results were HEK293 tox 3%, HT1080-NT tox 8%, HT1080 IDH1KD tx 18%, SW480 rereplic -4%, KB-V1 cytotox inconclusive, IL-1B inflam inh 0, MCF10A rereplic inconclusive, KB-3-1 tox 10% and DRD3 agonist 5.
`CCc1ccccc1N(C)C(=O)CCc1nc(-c2ccc(C)cc2)no1` gave HEK293 tox 5%, HT1080-NT tox -1%, HT1080 IDH1KD tx -1%, SW480 rereplic 1%, KB-V1 cytotox 18µM*, IL-1B inflam inh 30, MCF10A rereplic 1%, KB-3-1 tox -30% and DRD3 agonist -5.
`O=C(NC(Cc1c[nH]c2ccccc12)C(=O)N/N=C/c1cccc2ccccc12)c1cccs1` (stereo not drawn) gave HEK293 tox -21%, HT1080-NT tox -28%, HT1080 IDH1KD tx -29%, SW480 rereplic -8%, KB-V1 cytotox -6%, IL-1B inflam inh -3, MCF10A rereplic 5%, KB-3-1 tox -7% and DRD3 agonist 0.
`COc1ccccc1NC(=O)CSc1nnc(CNC(=O)COc2ccc(Cl)cc2)o1` gave HEK293 tox -11%, HT1080-NT tox 4%, HT1080 IDH1KD tx 3%, SW480 rereplic -9%, KB-V1 cytotox 18%, IL-1B inflam inh inconclusive, MCF10A rereplic 2%, KB-3-1 tox 19% and DRD3 agonist 4.

From PubChem BioAssay
